Source: PubChem
Tb PGK inh – inhibitors of T. brucei phosphoglycerate kinase; hit rate 0.043% among 380,000; Potency, µM (series often up to 57.5 µM), without a hit: at the highest dose activity change, negative = inhibition, hits mostly inhibitors; P07378; AID 602233; PGK/GAPDH coupled, Kinase-Glo luminescence, 60 min; note: % is set by controls: 0 for no effect and ±100 for the full control effect; nearly all actives have a fitted effect of over 60% in size
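Recombinant glycosomal PGK reaction used 1,3-bisphosphoglycerate generated in-well by GAPDH (100nM final) in 100mM TEA pH 7.6, 5mM MgCl2, 0.01% Tween-20. After 60 minutes at room temperature, ATP was read by Kinase-Glo Plus luminescence end-point.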
Pin1 inhibitor – inhibitors of human Pin1. hit rate 0.009% among 390,000. Potency, µM (series often up to 115 µM), for inactives: top-dose activity, negative = inhibition, usual class: inhibitors. Pin1 FP peptide displacement, HiFluor488, 10 min. Q13526; active = well fitted inhibition curve with a large enough effect in the polarisation, with a control signal flat, not every such curve was filed as active; inconclusive = small, poorly fitted or top-dose-only effect, or effect the other way, or a change in a side signal; inactive = no such curve, though single readings can be large or run the other way; the % refers to the polarisation; note: % is set by controls: 0 for no effect and ±100 for the full control effect
G9a inh – G9a (human) methyltransferase inhibition | Q96KQ7 | G9a H3K9 monomethylation, AlphaScreen, 2 h | Potency, µM (series often up to 102 µM), inactives show at the highest dose activity, negative = inhibition, most hits filed as inhibitors | hit rate 8.8% among 350,000 | AID 504332; note: % is set by controls: 0 for no effect and ±100 for the full control effect; nearly all actives have a fitted effect of over 75% in size
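AlphaScreen detection with an anti-monomethyl H3K9 antibody quantified product after a 2 h room-temperature reaction containing 500 nM biotinylated H3K9 peptide, 20 µM SAM and 20 nM enzyme, which had been preincubated 15 min with compound.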
JMJD2A Tudor inh – blocks the human JMJD2A Tudor domain. hit rate 4.4% among 390,000. AlphaScreen JMJD2A-Tudor / H3K4me3 peptide binding. Potency, µM (doses to about 114 µM), inactives show top-dose activity change, negative = inhibition, actives largely listed as inhibitors. AID 504339; note: % is set by controls: 0 for no effect and ±100 for the full control effect; nearly all actives have a fitted effect of over 50% in size
Target sequence (O75164 whole entry, looked up, the tested form may be a part): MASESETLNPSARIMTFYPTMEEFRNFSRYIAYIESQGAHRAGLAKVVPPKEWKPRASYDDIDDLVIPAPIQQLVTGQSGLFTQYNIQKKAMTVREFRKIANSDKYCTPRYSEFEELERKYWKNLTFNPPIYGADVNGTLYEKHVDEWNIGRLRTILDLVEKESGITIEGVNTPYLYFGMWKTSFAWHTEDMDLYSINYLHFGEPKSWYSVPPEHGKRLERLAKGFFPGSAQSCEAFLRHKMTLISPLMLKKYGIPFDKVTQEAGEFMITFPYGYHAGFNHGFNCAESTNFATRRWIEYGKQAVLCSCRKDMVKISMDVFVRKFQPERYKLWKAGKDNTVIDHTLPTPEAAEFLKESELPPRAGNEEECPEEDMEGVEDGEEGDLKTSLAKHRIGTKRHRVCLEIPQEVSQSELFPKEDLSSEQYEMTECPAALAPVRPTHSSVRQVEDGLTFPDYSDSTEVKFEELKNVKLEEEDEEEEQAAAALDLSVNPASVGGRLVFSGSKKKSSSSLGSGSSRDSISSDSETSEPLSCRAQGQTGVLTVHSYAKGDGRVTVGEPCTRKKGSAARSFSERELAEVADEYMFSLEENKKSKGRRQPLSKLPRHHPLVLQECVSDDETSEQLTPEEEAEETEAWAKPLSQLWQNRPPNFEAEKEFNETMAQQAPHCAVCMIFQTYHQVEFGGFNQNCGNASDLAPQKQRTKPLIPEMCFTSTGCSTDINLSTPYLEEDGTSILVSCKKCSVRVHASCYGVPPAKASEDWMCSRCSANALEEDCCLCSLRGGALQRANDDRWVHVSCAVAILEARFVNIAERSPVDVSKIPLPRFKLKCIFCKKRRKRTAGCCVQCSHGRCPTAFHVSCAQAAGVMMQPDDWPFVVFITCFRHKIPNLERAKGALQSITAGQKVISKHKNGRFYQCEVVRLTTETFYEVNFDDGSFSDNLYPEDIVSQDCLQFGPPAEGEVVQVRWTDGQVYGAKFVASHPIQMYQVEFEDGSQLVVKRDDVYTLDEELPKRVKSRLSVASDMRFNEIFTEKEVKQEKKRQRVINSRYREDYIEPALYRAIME
POLI inh – blocks human DNA polymerase iota activity; Potency, µM (top dose mostly 115 µM), for the others: at the highest dose activity, negative = inhibition, most hits filed as inhibitors; Pol iota fluorescent replication assay, 10 min; Q9UNA4; hit rate 1% among 390,000
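Pol iota at 10 nM preincubated 15 min with compounds at room temperature; reaction started with fluorescent substrate, 50 nM final. Fluorescence read kinetically at 0 and 10 min; buffer-only wells as negative control.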
HP1b chromo inh – blocks HP1-beta chromodomain binding to methylated histone tails; P83916; AlphaScreen HP1-beta / biotin-H3K9me3 peptide binding; Potency, µM (doses to about 114 µM), inactives show at the highest dose activity change, negative = inhibition, actives largely listed as inhibitors; hit rate 0.56% among 390,000; AID 540317; note: nearly all actives have a fitted effect of over 70% in size; inactives centre near 23
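HP1-beta protein (50 nM final) preincubated 30 min at room temperature with biotinylated H3(1-18)K9me3 peptide (50 nM) in PBS pH 7.4, 0.01% Tween-20, then compound added for 30 min. AlphaScreen streptavidin donor/nickel chelate acceptor beads (10 ug/mL final), 30 min dark, luminescence read.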
GLS inh – inhibitors of human glutaminase (GLS); O94925; GLS enzymatic activity, qHTS titration; Potency, µM (top dose mostly 45.5 µM), for inactives: at the top dose activity change, negative = inhibition, actives largely listed as inhibitors; hit rate 0.21% among 410,000; AID 624170; note: % is set by controls: 0 for no effect and ±100 for the full control effect
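Read-out is an Amplex red fluorescence increase coupled through glutamate oxidase and HRP, measured before and after 30 min room-temperature incubation. hKGA is in 45 mM KH2PO4 (pH 8.2) with 0.02% Tween-20; glutamine added as 1mM solution.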
BAZ2B block – blocks human BAZ2B | AlphaScreen BAZ2B-H3K14Ac peptide displacement | hit rate 4.4% among 360,000 | Potency, µM (doses to about 114 µM), without a hit: top-dose activity change, negative = inhibition, actives largely listed as inhibitors; note: % is set by controls: 0 for no effect and ±100 for the full control effect; nearly all actives have a fitted effect of over 60% in size
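Multi-concentration screen (max 110 uM) measuring displacement of acetylated histone H3 peptide from BAZ2B by AlphaScreen, using 50 nM protein, 50 nM peptide and 10 ug/mL streptavidin donor plus Ni-chelate acceptor beads.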
BLM helicase inh – blocks DNA unwinding by human BLM helicase. P54132. recombinant BLM DNA unwinding, fluorescence dequenching. Potency, µM (top dose mostly 56.1 µM), inactives show top-dose activity change, negative = inhibition, actives largely listed as inhibitors. hit rate 0.2% among 350,000. AID 2528;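 note: plate controls were vehicle for no effect and no enzyme for full effect; nearly all actives have a fitted effect of over 35% in size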
* marks the source's active call; other numbers are inactive results; i = inactive; ? = inconclusive; nt = no result given; & = joins results of further samples; [ ] = dose if it differs, or a comment. Unless noted, calls come from the whole dose curve; as a rule, active = well fitted curve in the direction sought with a large enough effect; inconclusive = small, poorly fitted or top-dose-only effect, or another doubt; inactive = no such curve, though single readings can be large; an effect the other way counts as inactive or inconclusive. Potency is the fitted concentration of half-maximal effect. The list is partial (hit frequency here may not be typical).

SMILES	Tb PGK inh	Pin1 inhibitor	G9a inh	JMJD2A Tudor inh	POLI inh	HP1b chromo inh	GLS inh	BAZ2B block	BLM helicase inh
CC(C)(C)OC(=O)NC(CO)c1cn([C@@H](Cc2cc3ccccc3[nH]2)C(=O)N2CCN(C(=O)OC(C)(C)C)CC2)nn1 (stereo not given in full)	-2%	-3%	2%[12.7 µM]	-15%	41%[activator]	49%[activator]	7%	-8%	-5%
N#Cc1ccc(-c2cccs2)nc1SCc1cccnc1	-7%	6%	-13%	-14%	-7%	41%[activator]	10%	-1%	-4%
COc1ccc(NC(=O)c2ccc(N3CCOCC3)nc2)cc1	-1%	2%	32%	-8%	16%	23%	5%	-5%	-3%
C=CCn1c(=O)c2c(C)c(C)sc2n2c(Nc3ccc(OC)cc3)nnc12	8%	-4%	-6%[12.7 µM]	-20%	13%	8%	-12%	-31%	-3%
CCOc1ccc(NC(=O)CN2CCN(c3ccccc3C)CC2)cc1S(=O)(=O)N1CCCC1	-7%	5%	20%[12.7 µM]	-21%	19%	4%	0%	-29%	nt
Cc1ccc(C(=O)NNC(=O)c2cccc3ccccc23)cc1	-3%	-3%	nt	-25%	73%[activator]	5%	6%	nt	nt
Cc1cccc(/C=N/NC(=O)c2cc(Br)ccc2OCc2ccccc2)n1	i	12%	-3%	-19%	?	15%	-3%	-30%	-15%
CCOc1cc(-c2nc(-c3ccncc3)no2)cc(OCC)c1OCC	-8%	3%	10%	6%	-5%	47%	-2%	-4%	5%
COCCN(C(=O)CSc1nc2ccccc2c(=O)n1C(C)COC)c1c(N)n(Cc2ccccc2)c(=O)[nH]c1=O (stereo not given)	i	-4%	-11%	3%	38%[activator]	40%[activator]	5%	14%	0%
Cc1csc(Nc2ccccc2)n1	-3%	6%	?	-19%	16%	-10%	-18%	?	-2%
CC(C)(C)NC(=S)NC(C)(C)C	i	0%	1%	-8%	21%	-4%	0%	-1%	0%
O=C(Nc1ccc2nc(SCC(=O)N3CCCc4ccccc43)sc2c1)c1ccc(Cl)cc1	1%	19%	-6%[59 µM]	-9%	4%	50%[activator]	-4%	-9%	-8%
CCC(C)n1c(C)cc(=O)n1C(C)CC (stereo not given)	i	-7%	nt	-3%	10%	33%	1%	nt	nt
OC(COc1ccccc1)CN1CCN(CC(O)COc2ccccc2)CC1 (stereo not given)	i	-1%	?	-13%	11%	29%	-2%	-15%	-4%
C[C@@]12C(=O)Nc3ccc(Br)cc3C(=O)N1[C@H]1c3cc(Cl)ccc3OC[C@@H]1[C@@H]2c1ccccc1	-4%	21%	-5%[2.33 µM]	-21%	10%	24%	5%	2%	nt
O=C(c1cccc(Cl)c1)N1CCC(c2nc3ccccc3[nH]2)CC1	1%	-4%	-27%	4%	39%[activator]	31%	-2%	nt	-7%
Cn1c(=O)c2c(ncn2CC(=O)Nc2cc(S(=O)(=O)N3CCCCC3)ccc2O)n(C)c1=O	-7%	0%	nt	-19%	11%	17%	20%	nt	nt
NCc1nc2cccnc2n1Cc1ccccc1Cl	4%	0%	?	?	?	39%[activator]	2%	nt	2%
CCCS(=O)(=O)N1CCN(S(=O)(=O)c2ccccc2)CC1	-6%	3%	?	-2%	12%	12%	15%	0%	-1%
CCOc1cc(/C=C2/C(=O)ON=C2C)ccc1O	2%	2%	50µM*	-4%	0%	4%	20%	-38%	-3%

Compound profiles, from the list above. Order of values: Tb PGK inh | Pin1 inhibitor | G9a inh | JMJD2A Tudor inh | POLI inh | HP1b chromo inh | GLS inh | BAZ2B block | BLM helicase inh
`C[C@@]12C(=O)Nc3ccc(Br)cc3C(=O)N1[C@H]1c3cc(Cl)ccc3OC[C@@H]1[C@@H]2c1ccccc1` in the list: -4% | 21% | -5%[2.33 µM] | -21% | 10% | 24% | 5% | 2% | nt
`Cc1ccc(C(=O)NNC(=O)c2cccc3ccccc23)cc1` in the list: -3% | -3% | nt | -25% | 73%[activator] | 5% | 6% | nt | nt

(next part)
SMILES	Tb PGK inh	Pin1 inhibitor	G9a inh	JMJD2A Tudor inh	POLI inh	HP1b chromo inh	GLS inh	BAZ2B block	BLM helicase inh
CCCC(=O)N1CCN(c2ccc(NC(=S)NC(=O)c3cccc(C)c3)cc2)CC1	-2%	-2%	?	?	180%[activator]	?	-7%	?	-13%
COc1ccc(CN(C(=O)Nc2cccc(OC)c2)C2CCN(C(C)=O)CC2)cc1	-4%	2%	-6%[59 µM]	2%	-16%	22%	-11%	8%	4%
Cc1ccc2nc(NC(=O)CSc3nnc(C)c(=O)n3N)sc2c1	-1%	-10%	2%[59 µM]	-11%	8%	23%	11%	-2%	-3%
COc1ccc(-c2n[nH]c3c2C(c2ccc(O)cc2)N(c2ccc(Br)cc2)C3=O)cc1 (stereo not given)	-9%	16%	-39%[59 µM]	-29%	53%[activator]	21%	4%	nt	-11%
CC(=O)Nc1c2c(nn1-c1ccc(C)cc1C)CS(=O)C2 (stereo not given)	11%	-4%	-32%	2%	4%	3%[57 µM]	5%	-3%	-1%
CCOc1ccc(-c2noc(COC)n2)cc1OC	12%	-2%	6%[59 µM]	10%	7%	17%	7%	12%	1%
COC(CN(C(=O)CCl)C(C(=O)NC1CCCC(C)C1C)c1ccc(C)cc1)OC (stereo not given)	-2%	2%	50µM*	-25%	15%	21%	0%	-14%	-3%
Cc1ccc(NS(=O)(=O)c2cc3[nH]c(=O)c(=O)[nH]c3cc2C)cc1Cl	8%	-15%	-6%[59 µM]	-27%	-8%	6%	2%	-12%	1%
CC(OC(=O)c1cc[n+]([O-])cc1)C(=O)NCc1ccccc1 (stereo not given)	-2%	-5%	-44%[59 µM]	-3%	34%[activator]	28%	-15%	1%	nt
O=C(CNC(=O)c1cccs1)OCC(=O)c1cccs1	-5%	4%	5%[59 µM]	-15%	1%	21%	3%	-3%	-1%
Cc1cc(C)c2nc(SCC(=O)NCCC3=CCCCC3)cc(C)c2c1	0%	-2%	-1%[59 µM]	-11%	20%	29%	10%	-4%	-3%
CCOc1ccc(S(=O)(=O)NCCC(=O)NCCOc2ccccc2)cc1	3%	3%	18%[0.501 µM]	-23%	4%	-12%	-2%	8%	nt
Cc1ccc(C(=O)NCC(=O)N/N=C/c2sccc2C)cc1[N+](=O)[O-]	6%	7%	?	-9%	9%	10%	5%	-26%	-4%
COc1cc(C2C(C(=O)c3ccco3)=C(O)C(=O)N2Cc2cccnc2)cc(OC)c1OC (stereo not given)	-5%	3%	nt	89µM*	-12%	6%	0%	-35%	0%
CNC(=O)CC(C(=O)O)c1ccc(OC(C)C)cc1 (stereo not given)	4%	-8%	?	-9%	14%	15%	8%	-2%	-2%
CCCCc1nc2cc(C(=O)N3CCCCC3CCNC(C)=O)ccc2o1 (stereo not given)	6%	5%	?	?	8%	21%	20%	-4%	-1%
Cc1ccc(/C=N/NC(=O)c2nnn(-c3nonc3N)c2-c2ccc3c(c2)OCO3)s1	-11%	34%[activator]	25%	-11%	-19%	38%	-7%	-12%	-8%
COc1ccc(OC)c(NC(=O)Cn2cnc3onc(-c4ccc(Cl)cc4)c3c2=O)c1	i	1%	-4%[59 µM]	-13%	28%	28%	-5%	12%	-4%
Cc1cc(C(=O)NCCN2CCOCC2)c2ccccc2n1	-7%	6%	nt	-6%	-7%	36%[activator]	15%	nt	nt
O=C(CSc1nnc(CNC(=O)c2cccs2)o1)NC1CCCC1	-7%	0%	15%[59 µM]	1%	?	18%	17%	-2%	5%
O=C(Cc1ccc(-n2cccc2)cc1)NC1CCCCCC1	-5%	15%	3%[59 µM]	?	?	-23%	16%	?	-10%
COC(=O)c1sc2nc(C)c([N+](=O)[O-])c(C)c2c1N	2%	1%	14%[59 µM]	-15%	?	35%	5%	-11%	3%
C=CCn1c(=NC(=O)CC)n(C)c2ccccc21	6%	0%	-10%[59 µM]	-14%	0%	19%	17%	5%	0%
Cn1nc(C(=O)OCC(=O)N(Cc2ccccc2)C(C)(C)C)c2ccccc2c1=O	i	-9%	?	-23%	12%	22%	-16%	10%	nt
O=C(NC1CCCCCCC1)C1CCN(S(=O)(=O)N2CCCC2)CC1	nt	1%	13%[59 µM]	1%	?	20%	-3%	0%	1%
Clc1ccc(CSc2nnc(-c3ccncc3)s2)cc1	4%	3%	-3%	-11%	139%[activator]	48%[activator]	-1%	-2%	-1%
CC(C)NCC(=O)Nc1c2c(nc3ccccc13)CCC2	i	-6%	18µM*	22µM*	65%[activator]	-1%	-22%	50µM*	-3%
COc1ccc(C(=O)Nc2cc(C(F)(F)F)ccc2-n2cnc3ccccc32)cc1	-7%	-1%	30%[59 µM]	4%	101%[activator]	18%	-9%	-2%	-4%
Cc1ccc(SCCC(=O)Nc2ccccc2Br)cc1	-1%	?	nt	145%[activator]	23%	52%[activator]	0%	8%	-3%
COc1ccc(C(=O)Nc2ccc3c(c2)CCCN3C(=O)c2cccs2)c(OC)c1	-4%&1%	?	-11%[0.501 µM]	3%&-35%	-3%&-9%	28%&7%	18%&-6%	?	-18%&-9%
COc1ccccc1NC(=O)N1CCCC1C(=O)NCc1ccccc1Cl (stereo not given)	-10%	-2%	-1%	-13%	24%	23%	-13%	?	-3%
CN(C)CCN(Cc1cc2cc3c(cc2[nH]c1=O)OCO3)C(=S)NCC1CCCO1 (stereo not given)	i	-1%	-3%	0%[11.4 µM]	95%[activator]	47%[activator]	-14%	0%	1%
CC(C)c1ccc(NC(=O)CSC(C)c2nc3ccccc3c(=O)[nH]2)cc1 (stereo not given)	-10%	?	15%[59 µM]	-5%	26%	19%	-10%	2%	-4%
COc1ccc(S(=O)(=O)N2CCN(C(=O)c3c(C)nn(-c4ccccc4)c3Cl)CC2)cc1	-13%	-4%	3%[2.33 µM]	-28%	3%	7%	3%	-2%	-2%
Cc1cc(=O)[nH]c(Nc2c(C)n(C)n(-c3ccccc3)c2=O)n1	i	-7%	22%[12.7 µM]	1%	0%	15%	17%	-5%	-1%
CCOc1ccc(C(C)NC(=O)C2CCC2)cc1 (stereo not given)	-1%	-5%	-27%[59 µM]	-2%	10%	33%	1%	1%	3%
Cc1sc2nc(CSC(C)C(=O)Nc3ccc(Cl)cn3)[nH]c(=O)c2c1C (stereo not given)	-8%	23%	-8%[12.7 µM]	-23%	-17%	34%	-6%	5%	nt
